PAX8 inh HTS: inhibitors of PAX8-driven TPO luciferase reporter, primary screen, RMG-I cells, single concentration | SteadyGlo, 24 h | inhibition, % at 12.6 µM | 360,000 compounds, 1.2% hits | AID 652154, 2013;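 active = mean replicate inhibition at least 60% with every replicate also reaching 60%; inconclusive = only one of the two criteria is met; inactive = mean below 60% and not all replicates reaching 60%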;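 also: luciferase light reporting Pax8 driven TPO promoter activity; plate controls were median of neutral control wells for no effect and mitoxantrone controls for full effect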
GSIS activator: GLuc luminescence reporter in INS-1E cells, primary screen for activators of glucose-dependent secretion of insulin; 370,000 compounds, 0.61% hits; activation, % at 16.6 µM; INS-1E GLuc reporter insulin secretion, 2-3 h;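 active = lowest replicate activation of at least 40%, so every replicate reaches that level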;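 also: 0% = median of neutral control wells and 100% = median of IBMX positive control wells; some compounds called inactive have numbers as strong as hits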
ARNT-TACC3 inh: disruptors of ARNT/TACC3 protein interaction, primary screen, biochemical, AlphaScreen, single concentration. Transforming acidic coiled-coil-containing protein 3 (Homo sapiens), Q9Y6A5. AID 623870, 2012. AlphaScreen His-ARNT PAS-B/GST-TACC3 binding, luminescence; TACC3 fragment carries E629A point mutation. 390,000 compounds, 0.66% hits. inhibition, % at 9.99 µM;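 active = mean inhibition of replicates at least 50% and at least half of replicates each reaching 50%; inconclusive = half or more replicates reach 50% but mean below 50%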;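 also: 0% = complete ARNT plus TACC3 wells and 100% = ARNT alone without TACC3; many hits fall short of the cut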
DENV2 CPE: inhibitors of DENV2 cytopathic effect, primary screen, cell-based, plate reader, single concentration | DENV2-infected cells, cytopathic effect rescue | CPE inhibition, % at 9.99 µM | 350,000 compounds, 1.7% hits | AID 651640, 2012; in the data active = CPE inhibition above about 20%, passing the limit was not always enough; inconclusive = no clear call, values can overlap the other calls; tested in BHK-21 cells;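 also: 0% = median of neutral control wells and 100% = median of positive control wells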
ERp5 inh: inhibitors of ERp5-driven insulin aggregation, primary screen, biochemical, turbidity, absorbance 650 nm, single point | Protein disulfide-isomerase A6 (Homo sapiens), Q15084 | 350,000 compounds, 0.05% hits | inhibition, % at 9.99 µM | 90 min | AID 651711, 2012;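 active = mean replicate inhibition above about 25%, with every replicate also reaching it, limit read from the data, passing the limit was not always enough; inconclusive = only one of those two criteria met; inactive = neither criterion met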
Target sequence (Q15084 whole entry, looked up): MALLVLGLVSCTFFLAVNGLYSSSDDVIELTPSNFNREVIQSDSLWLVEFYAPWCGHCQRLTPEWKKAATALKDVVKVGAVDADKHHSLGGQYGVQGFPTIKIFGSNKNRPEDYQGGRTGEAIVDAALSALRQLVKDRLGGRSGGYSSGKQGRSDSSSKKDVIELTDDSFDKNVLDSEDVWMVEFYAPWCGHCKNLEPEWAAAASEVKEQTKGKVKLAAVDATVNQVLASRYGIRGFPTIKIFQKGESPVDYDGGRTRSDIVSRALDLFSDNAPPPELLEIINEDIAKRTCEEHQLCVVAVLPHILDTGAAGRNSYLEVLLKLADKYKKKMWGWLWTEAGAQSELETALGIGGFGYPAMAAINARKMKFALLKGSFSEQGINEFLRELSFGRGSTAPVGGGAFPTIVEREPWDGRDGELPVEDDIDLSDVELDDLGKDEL
XiGFP reactiv: activators of inactive X chromosome reactivation, primary screen, imaging, XiGFP fibroblasts, GFP high-content imaging, set 2; activation, % at 7.58 µM; 360,000 compounds, 0.055% hits; XiGFP mouse fibroblasts, % GFP-positive cells imaging, 3 d; cells co-treated with 5-aza-dC sensitizer; scaled so ellipticine positive control = 100%;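 active = mean normalized replicate activation at least 10% and every replicate at or above 10%; inconclusive = only one of the two criteria met; inactive = mean below 10% and not all replicates reach 10%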;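 also: 0% = median of on-plate neutral control wells and 100% = ellipticine 6 µM median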
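System: XiGFP fibroblasts, SV40-immortalized. Medium: DMEM plus 5-aza-dC sensitizer. Doses: single point. Timing: 3 d treatment, 15 min room-temperature fixation. Control set: ellipticine 6 µM.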
CFTR F508del cor: F508del CFTR correction, initial screen, CFBE line, single point; 350,000 compounds, 0.36% hits; activity (quench increase), % at 7.58 µM; CFBE cells, YFP halide quenching; stimulated with forskolin plus potentiator P3; % fluorescence drop versus neutral controls;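 active = mean added fluorescence quench of at least 8% versus neutral control, with both replicates also reaching 8%; inconclusive = only one of the mean or replicate conditions met; inactive = mean below 8% and not both replicates reaching 8%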;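 also: cells transiently co-express mutant CFTR-F508del with the halide-sensitive YFP; corrector assay measuring rescue of mutant channel to the surface after 24 h compound exposure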
EWS-Fli inh: EWS/Fli-driven NR0B1 reporter inhibitors, primary screen, A673 cells, NR0B1 luciferase, luminescence, MLPCN library; viability-normalised; inhibition, % at 12.6 µM; 350,000 compounds, 0.67% hits; AID 651661, 2012;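 active = mean inhibition of at least 50% after viability correction, with every replicate also passing that limit; inconclusive = mean reaches 50% but only one of two replicates passes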;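 also: firefly luciferase signal divided by Alamar Blue viability fluorescence both relative to DMSO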
The depositor's hits bear a star; ? = inconclusive; nt = no result given.

SMILES | PAX8 inh HTS | GSIS activator | ARNT-TACC3 inh | DENV2 CPE | ERp5 inh | XiGFP reactiv | CFTR F508del cor | EWS-Fli inh
CCN(CC(=O)Nc1c(F)cccc1F)C(=O)c1cccc(S(=O)(=O)NCc2ccccc2)c1 | 13 | 0 | nt | 80* | -5 | -0.1 | 3.3 | -2
O=C(NC1CCCCC1)C1CCN(C(=O)c2ccc(-c3ccccc3)cc2)CC1 | 5 | 6 | -3 | 6 | -2 | 0.0 | 2.3 | 6
COc1c(C(=O)Nc2ccc(Br)cn2)ccc2ccccc12 | -171 | 10 | -2 | -4 | 2 | 0.0 | 3.5 | -127
CC[C@]12c3[nH]c4ccc(Cl)cc4c3CCN1C(=O)[C@@H](CC(=O)NCCc1ccccn1)C[C@@H]2C(=O)N1CCN(C(=O)C2CC2)CC1 | -5 | -2 | 3 | nt | 1 | 0.0 | -5.0 | 1
C[C@H]1CCCCO[C@H](CN(C)CC2CC2)[C@@H](C)CN([C@@H](C)CO)C(=O)c2cc(NC(=O)Nc3ccccc3)ccc2O1 | -1 | -2 | 9 | -2 | 2 | 0.0 | 1.0 | nt
C[C@@H]1CN([C@@H](C)CO)C(=O)c2cc(C#CC3CCCCC3)cnc2O[C@@H]1CN(C)S(=O)(=O)c1ccccc1 | nt | -23 | 6 | 6 | 29* | -0.1 | -1.1 | 12
Cc1cccc(C)c1NC(=O)C[n+]1cc(-c2ccccc2)n2c1CCC2 | 0 | 19 | -3 | -2 | -6 | 0.3 | -0.9 | 2
O=C(COc1ccc2ccccc2c1)NNC(=O)C(=O)Nc1ccccc1 | -3 | -2 | -6 | 7 | 1 | 0.3 | -2.0 | -3
CCOC(=O)c1sc2nc(CSc3ccccc3)nc(NCCN(C)C)c2c1C | 5 | 8 | 14 | -6 | 3 | 0.2 | -4.8 | 6
COc1cc(NC(=S)Nc2ccc3c(c2)OCCO3)cc(OC)c1OC | -10 | 4 | 2 | 6 | 2 | -0.1 | 0.0 | -30
COc1c(C)cc(S(=O)(=O)N2CCOCC2)c(C)c1C | -9 | -2 | -4 | nt | 3 | 0.1 | 1.8 | -1
COc1ccc(NC(=O)Nc2ccc3c(c2)C(=O)N([C@@H](C)CO)C[C@H](C)[C@@H](CN(C)C(=O)C2CCCCC2)OCCCC[C@H](C)O3)cc1 | 12 | 10 | -29 | 39* | -4 | 0.0 | 2.1 | -7
CCCc1cc(=O)[nH]c2nnc(SCC(=O)Nc3nnc(SCC)s3)n12 | 3 | 11 | 0 | -4 | -5 | 0.2 | 1.7 | -7
Cn1cc(Cl)c(C(=O)NNC(=S)Nc2cccc(Cl)c2)n1 | 0 | 11 | 16 | -5 | -2 | 0.1 | -0.9 | -1
COc1ccc(C2CC(c3ccc(F)cc3)n3nc(NS(C)(=O)=O)nc3N2)cc1 (stereo not drawn) | 3 | -8 | 5 | -3 | 5 | 0.4 | 2.6 | 9
CCOC(=O)C1CSCCS(=O)(=O)N1Cc1cccc(F)c1 (stereo not drawn) | 3 | 8 | nt | 0 | 3 | -0.1 | -1.4 | -3
CO[C@@H]1CN(C)C(=O)c2ccc(NC(C)=O)cc2OC[C@H](C)N(C(=O)CN2CCOCC2)C[C@H]1C | nt | 7 | -7 | 3 | -7 | 0.0 | -0.5 | 0
C[C@H](CO)N1C[C@H](C)[C@@H](CN(C)C(=O)CCCN(C)C)OCCCC[C@H](C)Oc2ccc(NS(=O)(=O)c3ccccc3)cc2C1=O | -2 | 7 | -16 | 1 | 4 | 4.5 | 0.9 | -11
CN1CCC(OC(c2ccccc2)c2ccccc2)CC1 | 22 | nt | -3 | -3 | 1 | 0.1 | 3.7 | 2
CC(C)c1ccccc1NC(=O)c1ccc2ncsc2c1 | -31 | 30 | -9 | -1 | 0 | 0.4 | 1.2 | -4
Cc1ccc(NC(=O)NCCCN2CCCC2=O)c(C)c1 | 12 | -4 | nt | 5 | 0 | 0.2 | -2.3 | -2
COc1ccccc1CCCNC(=O)C1CCC(=O)N(CCCN2CCCC2=O)C1 (stereo not drawn) | -4 | -10 | 1 | -1 | -4 | 0.0 | 0.7 | -3
COc1ccc(NC(=O)N(C)C[C@H]2Oc3c(NC(=O)Nc4ccc5c(c4)OCO5)cccc3C(=O)N([C@@H](C)CO)C[C@@H]2C)cc1 | nt | -1 | 1 | 2 | 20 | 0.2 | 0.4 | -18
Cc1noc(C)c1S(=O)(=O)Nc1cccc2c1O[C@H](CN(C)Cc1ccc3c(c1)OCO3)[C@H](C)CN([C@H](C)CO)C2=O | nt | -1 | -8 | ? | -4 | -0.6 | 1.3 | 5
O=C(COC(=O)/C=C/c1ccc([N+](=O)[O-])cc1)Nc1ccc2[nH]c(=O)[nH]c2c1 | 0 | 32 | 0 | -8 | 0 | -0.1 | 2.8 | 1
C[C@H](CO)N1C[C@H](C)[C@@H](CN(C)CC2CC2)OCCCC[C@H](C)Oc2ccc(NC(=O)NC3CCCCC3)cc2C1=O | -5 | 1 | nt | 1 | 10 | 0.2 | -1.6 | 18
O=C(CSc1nnc2ccccn12)Nc1cccc(-c2nc3ccccc3s2)c1 | -233 | -2 | 1 | 11 | ? | -0.1 | nt | -56
COCC(=O)N(C)C[C@H]1Oc2ncc(C#Cc3ccccc3)cc2C(=O)N([C@@H](C)CO)C[C@H]1C | nt | 8 | -7 | ? | 0 | -0.9 | -0.5 | 6
CN(C)c1ccc(/C=N/OC(=O)Nc2ccccc2Cl)cc1 | 9 | -10 | -3 | 12 | 0 | 0.2 | -0.8 | -5
O=C(C[C@H]1C[C@H]2c3cc(NC(=O)Nc4ccc(F)cc4)ccc3O[C@H]2[C@H](CO)O1)NC1CCCC1 | 31 | 14 | -5 | 5 | -2 | 0.0 | -2.9 | 0
Cc1ccc(S(=O)(=O)NCCOc2cc(C)ccc2C)cc1 | -6 | -11 | 21 | 9 | 7 | -0.1 | 1.5 | 2
C[C@@H]1CN([C@H](C)CO)C(=O)c2c(c3ccccc3n2C)-c2ccccc2CO[C@@H]1CN(C)C(=O)c1ccncc1 | 14 | 6 | -4 | 1 | 11 | -0.1 | -1.0 | -1
CCCNC(=O)C[C@H]1CC[C@@H]2[C@@H](COc3ccc(NC(=O)CCC)cc3C(=O)N2C)O1 | -20 | 1 | 11 | 2 | nt | 0.2 | -0.9 | -3
O=C(Nc1cccc2ncccc12)c1ccccc1Cl | 6 | -3 | -5 | -7 | 3 | 0.0 | 1.4 | ?
C[C@@H]1CN([C@H](C)CO)C(=O)c2cc(NS(C)(=O)=O)ccc2O[C@@H](C)CCCCO[C@H]1CN(C)Cc1ccncc1 | -17 | 17 | -9 | -4 | -1 | 0.3 | -1.4 | -1
CC1CN(C(=O)COC(=O)c2ccc3ncsc3c2)CC(C)O1 (stereo not drawn) | -53 | nt | -1 | 1 | 1 | 0.1 | -2.6 | -15
Cc1cc(C(=O)c2ccc(Cl)cc2)c(NC(=O)CCl)s1 | 14 | 40 | -3 | nt | nt | -0.1 | nt | nt
COc1ccccc1CN1CCCC(C(=O)N2CCCCC2)C1 (stereo not drawn) | 14 | 7 | -4 | ? | -3 | -0.1 | nt | 15
CCOC(=O)c1ccc(NC(=O)Nn2cnnc2)cc1 | -5 | 1 | nt | 8 | -1 | 0.1 | 0.0 | 0
Cc1cccc(NC(=S)/N=C(\N)Nc2nc(C)c3ccccc3n2)c1 | -1 | -14 | -8 | nt | nt | 0.0 | nt | nt
COc1ccc(C(=O)Nc2ccc3c(c2)OC[C@H](C)N(C(C)=O)C[C@@H](C)[C@@H](OC)CN(C)C3=O)cc1 | nt | -8 | -1 | -6 | -1 | 0.1 | 2.8 | 7
Cc1ccc(CN2CCN(Cc3ccc4c(c3)OCCO4)CC2CCO)cc1 (stereo not drawn) | 5 | 8 | 1 | -4 | 6 | 0.2 | -2.3 | 4
Cc1c(O)cnc2nn(-c3ccccc3)c(=N)n12 | -11 | 42* | nt | ? | -1 | 0.0 | -1.0 | 0
CCC(=O)N1C[C@@H](C)[C@@H](OC)CN(C)C(=O)c2ccc(NC(=O)C3CCOCC3)cc2OC[C@@H]1C | 5 | 2 | 9 | nt | nt | 0.3 | -2.3 | -2
COc1ccc(-c2nn(-c3ccccc3)cc2C=O)cc1[N+](=O)[O-] | 3 | 5 | 5 | 18 | 4 | 0.0 | -1.8 | -2
CC1=Nc2ccccc2N=C(NC(=O)CSC(=S)N2CCN(C)CC2)C1c1ccccc1 (stereo not drawn) | 6 | -2 | 3 | -2 | 1 | 0.0 | -3.6 | -1
Cc1ccc(S(=O)(=O)Nc2cccc3c2O[C@@H](CN(C)Cc2ccccc2)[C@@H](C)CN([C@H](C)CO)C3=O)cc1 | 5 | -2 | 2 | 2 | 7 | -0.4 | -1.5 | 7
CC1CCc2nc3ccccc3c(C(=O)OCC(=O)NC3CCS(=O)(=O)C3)c2C1 (stereo not drawn) | 42 | 35 | 7 | -1 | -6 | 0.3 | -2.2 | 9
CC(C)CC#Cc1ccc2c(c1)O[C@@H](CN(C)C(=O)Nc1ccccc1F)[C@@H](C)CN([C@@H](C)CO)S2(=O)=O | nt | -16 | 8 | 18 | -4 | -0.1 | 4.4 | 20
CC1(C)Cc2c(C#N)c(SCCC#N)nc(N3CCOCC3)c2CO1 | -5 | 16 | -3 | 2 | -5 | 0.3 | -0.4 | 5
Next section.
SMILES | PAX8 inh HTS | GSIS activator | ARNT-TACC3 inh | DENV2 CPE | ERp5 inh | XiGFP reactiv | CFTR F508del cor | EWS-Fli inh
CN(C)C(=O)c1cccc(-c2ccc([C@@H]3[C@@H](CO)N4C(=O)CN(C(=O)Cc5ccccc5)C[C@@H]34)cc2)c1 | -7 | -5 | nt | -10 | 1 | 0.4 | -1.7 | -9
CCCN(CCC)C(=O)C1CCCN(S(=O)(=O)c2ccc3c(c2)oc(=O)n3C)C1 (stereo not drawn) | -13 | 5 | -4 | -1 | 4 | 0.0 | 0.6 | nt
CCC(=O)N1[C@@H]2c3cccc(=O)n3C[C@H]1[C@H](CO)[C@H]2C(=O)N1CCc2ccccc2C1 | -6 | 11 | -1 | -1 | -8 | 0.1 | -2.2 | 3
CC(C(=O)N1CCOCC1)N1C(=O)C2C3C=CC(C4CC34)C2C1=O (stereo not drawn) | -54 | 1 | -6 | -5 | -7 | 0.0 | -1.3 | 3
CC(NC(=O)/C(C#N)=C/c1ccco1)c1ccccc1 (stereo not drawn) | -15 | -9 | -6 | ? | 6 | -0.1 | -0.6 | -1
COc1ccc(C(=O)Nc2cccc(NC(=O)c3ccc(OC)cc3OC)n2)c(OC)c1 | 5 | 7 | 3 | 11 | 0 | 0.0 | 0.2 | -23
COc1cc(N)c(Cl)cc1C(=O)OCC(=O)Nc1cccnc1Cl | -5 | 22 | -5 | -2 | -6 | -0.1 | 3.1 | -1

High-throughput results (PubChem)
